MITF inh: human MITF inhibition, primary screen. O75030. inhibition, % at 2.6 µM. AlphaScreen MITF homodimerization, bead proximity signal. actives 0.91% (n = 650,000); in the data active means inhibition above about 50%;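 further: 0% = vehicle wells with protein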
Target sequence (O75030 whole entry, looked up): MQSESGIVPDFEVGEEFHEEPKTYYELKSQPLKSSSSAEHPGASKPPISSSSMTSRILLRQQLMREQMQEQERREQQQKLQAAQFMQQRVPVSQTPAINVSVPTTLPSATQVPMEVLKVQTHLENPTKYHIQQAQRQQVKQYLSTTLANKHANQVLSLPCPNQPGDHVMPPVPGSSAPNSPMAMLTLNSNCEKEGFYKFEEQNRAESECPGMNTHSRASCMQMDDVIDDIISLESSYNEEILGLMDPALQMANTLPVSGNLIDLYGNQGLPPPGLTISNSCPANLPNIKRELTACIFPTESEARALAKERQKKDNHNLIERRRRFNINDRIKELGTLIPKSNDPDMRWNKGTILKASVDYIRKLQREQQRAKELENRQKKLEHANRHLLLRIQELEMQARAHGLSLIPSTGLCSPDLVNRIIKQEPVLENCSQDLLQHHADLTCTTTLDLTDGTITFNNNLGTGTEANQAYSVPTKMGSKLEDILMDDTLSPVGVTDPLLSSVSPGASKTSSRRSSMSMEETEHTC
TEAD-YAP block: TEAD-YAP interaction inhibition; HEK-TIYL cells, TEAD-Gal4/YAP UAS-luciferase luminescence; inhibition, % at 9.12 µM; actives 1.4% (n = 640,000); in the data active means inhibition above about 32%;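 further: 0% = median of test compound wells and 100% = reference inhibitor wells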
FBW7 activator: human FBW7 E3 ligase activation, primary screen; AlphaScreen FBW7–phospho-cyclin E peptide binding, activator screen; normalized activity (activation), % at 26.1 µM; actives 0.13% (n = 650,000); in the data active means normalized activity above about 1.9%;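 further: purified mutant Fbw7 with reduced substrate affinity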
GPR151 activ: human GPR151 activation. Q8TDV0. PathHunter beta-arrestin GPR151 cells, luminescence. activation, % at 11.2 µM. actives 1% (n = 650,000). AID 1508602; in the data active means activation above about 4.9%;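 further: 0% = median of compound wells and 100% = cells with positive control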
Target sequence (Q8TDV0 whole entry, looked up): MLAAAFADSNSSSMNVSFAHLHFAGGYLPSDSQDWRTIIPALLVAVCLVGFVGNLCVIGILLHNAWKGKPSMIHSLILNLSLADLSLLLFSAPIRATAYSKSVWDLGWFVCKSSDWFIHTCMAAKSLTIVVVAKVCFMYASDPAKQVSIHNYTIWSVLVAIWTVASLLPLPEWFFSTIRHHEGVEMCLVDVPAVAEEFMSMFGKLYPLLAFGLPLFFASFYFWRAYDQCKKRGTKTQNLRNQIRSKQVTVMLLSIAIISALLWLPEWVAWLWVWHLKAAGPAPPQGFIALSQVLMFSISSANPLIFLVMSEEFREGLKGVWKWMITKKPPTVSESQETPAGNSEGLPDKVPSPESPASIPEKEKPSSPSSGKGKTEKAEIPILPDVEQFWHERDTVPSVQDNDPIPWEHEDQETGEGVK
The depositor's hits bear a star.

Second line of a record – FBW7 activator	MITF inh	GPR151 activ	TEAD-YAP block
> O=C(NNC(=S)Nc1ccc2c(c1)OCO2)c1ccc(-n2cccc2)cc1
 : 0.1	14.4	-1.3	8.9
> COc1cccc(C2C(C(C)=O)=C(O)C(=O)N2Cc2ccco2)c1 (stereo not given)
 : 0.0	-9.4	1.2	3.8
> CN(C(=O)COc1ccc(C#N)cc1)c1ccccc1
 : -0.1	-0.2	-1.5	2.8
> CCOC(=O)c1c(NC(=O)CSc2nnc(CNC(=O)c3ccco3)n2-c2cccc(C(F)(F)F)c2)sc2c1CCC2
 : -0.1	0.0	0.1	-8.8
> CCSc1c(O)cnn(-c2ccccc2)c1=O
 : -0.1	-4.4	0.9	-1.8
> CCOC(=O)NC(=O)CSc1nnnn1-c1ccccc1
 : -0.1	-3.2	-0.2	4.3
> c1ccc(-c2cnc(CSc3nnc4ccccn34)o2)cc1
 : 0.4	23.7	-3.2	-62.3
> O=c1[nH]c(N2CCOCC2)nc2c1CCN(Cc1ccnc3ccccc13)C2
 : 0.0	4.1	-0.3	-1.7
> Cc1cc(C)nc(SCc2cc(=O)c(OC(=O)COc3ccccc3)co2)n1
 : -0.4	1.9	-2.1	-3.5
> Cc1cc(CN(C)Cc2c(C(=O)N3CCCCCCC3)nc3sccn23)n[nH]1
 : 0.4	2.3	-0.6	3.6
> Cc1nc2c(C(=O)NC3CCCCC3C)cnn2c(C)c1Cc1cccc(Cl)c1 (stereo not given)
 : 0.0	-2.5	1.4	-6.5
> Cc1c(C(=O)Nc2ccc(Cl)cn2)oc2ccccc12
 : 0.0	1.4	2.1	-15.2
> Cc1ccc(-c2cnn3c(NCCOCCO)cc(C(C)(C)C)nc23)cc1
 : 0.1	-3.0	1.1	-7.6
> Cc1nc(CNC(=O)CC2C(=O)NCCN2CC(C)C)sc1C (stereo not given)
 : 0.1	12.4	0.3	-1.1
> CCSc1nnc(NC(=O)c2sc3nc4c(cc3c2N)CCC4)s1
 : -0.1	-10.5	-0.3	-11.5
> O=C(Nc1nnc(SCc2ccc(F)cc2)s1)c1cccc([N+](=O)[O-])c1
 : 0.0	7.8	-0.3	4.3
> CCCCC1=NN(C(=O)C(=O)NCCc2ccccc2)C(O)(C(F)(F)F)C1 (stereo not given)
 : -0.1	1.6	-0.3	1.0
> CCn1cc(CNC(=O)CCc2nnc(CCC3CCCCC3)o2)cn1
 : 0.1	2.8	-0.9	-12.2
> CCCCCCCC(=O)N/N=C/c1ccc(C#N)cc1
 : 0.4	4.9	0.7	-5.8
> CN(C)C(=S)c1ccc(N(C)C)cc1
 : -0.1	-3.8	0.4	-1.4

Reprinted from the part before: 2 compounds, then new ones.
Second line of a record – FBW7 activator	MITF inh	GPR151 activ	TEAD-YAP block
> CCCCCCCC(=O)N/N=C/c1ccc(C#N)cc1
 : 0.4	4.9	0.7	-5.8
> CN(C)C(=S)c1ccc(N(C)C)cc1
 : -0.1	-3.8	0.4	-1.4
> Nc1ccc(NC(Nc2ccc(N)cc2)=C(/C=C(/Cl)[N+](=O)[O-])[N+](=O)[O-])cc1
 : -0.2	17.7	-1.9	-48.5
> CC1=C(C(=O)OCC(C)C)C(c2ccc3c(c2)OCO3)NC(=O)N1 (stereo not given)
 : 0.1	11.2	5.9*	-1.6
> Cc1ccc(S(=O)(=O)NCC(O)Cn2c3ccc(Br)cc3c3cc(Br)ccc32)cc1 (stereo not given)
 : 0.1	6.1	1.8	1.6
> C1CCc2c(nc3nnnn3c2N2CCCC2)C1
 : -0.1	-6.1	0.0	-4.8
> CCc1cc2c(NCC(=O)O)nc(C)nc2s1
 : -0.1	0.0	0.4	12.7
> O=C(O)CCSc1nc2ccccc2o1
 : 0.0	5.0	0.8	7.5
> O=C1C2C3C=CC(O3)C2C(=O)N1c1cc(C(F)(F)F)ccc1Cl (stereo not given)
 : 0.2	8.2	1.3	4.5
> COc1cc(OC)cc(-c2nc3ccccc3c(=O)n2NC(=O)c2cc(OC)ccc2Br)c1
 : -0.1	10.8	0.1	14.4
> O=C(Cn1cncn1)N/N=C/c1ccc(O)cc1
 : -0.1	3.5	-2.1	-0.2
> CCCC1=C(C(=O)OCC)C(c2cccc(OC)c2OC)NC(=O)N1 (stereo not given)
 : 0.0	-4.2	1.4	-4.8
> O=C(NC1CCCC1)c1cccc(S(=O)(=O)N2CCCCC2)c1
 : -0.2	34.1	-0.2	-10.7
> CCCCOc1ccc(NC(=O)C2CCCCC2C(=O)O)cc1 (stereo not given)
 : 0.5	8.5	0.2	3.6
> CCOc1ccc(-c2cnoc2N)cc1
 : -0.1	-10.1	-1.1	-26.4
> CCCC1=C(C(=O)OCC)C(c2ccccc2[N+](=O)[O-])n2ncnc2N1 (stereo not given)
 : 0.1	-4.9	-0.3	4.3
> CC(C)(C)C1=NN(CC(=O)NC2CC2)C(=O)c2cc3ccccc3n2C1
 : -0.1	5.3	0.7	3.4
> Cc1cc(Nc2ccc(Oc3ccccc3)cc2)nc(-c2ccc(C(=O)NC3CC3)cc2)n1
 : 0.2	10.9	1.3	-10.0
> CCN1CCCC1CNC(=O)CCCCCn1c(=S)[nH]c2ccccc2c1=O (stereo not given)
 : 0.5	12.7	-1.2	10.1
> CC(=O)NC(=O)CSc1nc2ccc([N+](=O)[O-])cc2[nH]1
 : -0.1	4.5	0.3	7.9
> Nn1c(SCc2ccccn2)nncc1=O
 : -1.5	-0.8	0.5	3.2
> CCCNC(=O)NCc1ccc(OC)c(OC)c1
 : 0.1	-2.2	2.7	-4.1

Remaining list, next part
Second line of a record – FBW7 activator	MITF inh	GPR151 activ	TEAD-YAP block
> COc1ccc(-c2ccc(C(=S)N3CCN(c4ccc(C)cc4)CC3)o2)cc1
 : 0.1	2.8	-0.8	15.7
> Cc1ccc(-c2nnn(CC(=O)Nc3ccc(C(=O)N4CCCC4)cc3)n2)o1
 : 1.2	1.7	-0.2	1.0
> COc1ccc(C2/C(=C(/O)c3ccc(C)cc3)C(=O)C(=O)N2c2ccccc2)cc1 (stereo not given)
 : -0.1	-4.7	0.1	4.4
> O=C(Cn1c(=O)oc2cc(S(=O)(=O)N3CCCC3)ccc21)NCCc1ccccc1
 : 0.1	-3.5	-0.9	-6.9
> CC(C)c1ccc(/C=C2\N=C(c3ccc(F)cc3)OC2=O)cc1
 : 0.1	15.3	1.8	-5.4
> NC(=O)C1CCN(C(=O)Cc2ccc([N+](=O)[O-])cc2)CC1
 : 0.0	9.7	-0.1	8.3
> COC(=O)c1ccc(N2C(=O)/C(=C/c3ccc(-c4ccc([N+](=O)[O-])cc4)o3)C=C2c2ccccc2)cc1
 : 0.3	26.5	0.1	-14.4
> O=C(Nc1ccc(S(=O)(=O)N2CCOCC2)cc1)C1c2ccccc2Oc2ccccc21
 : 0.0	5.1	1.2	-11.3
> Cc1ccccc1CN1CCC(N(C)CC(C)C)CCC1=O (stereo not given)
 : -0.1	0.9	2.8	-3.7
> CN1CCc2c(sc3c2C(=O)NC(c2ccc(Cl)cc2)N3)C1 (stereo not given)
 : 0.0	4.2	-0.5	-16.1
> Cc1ccc(-c2nc(C(=O)NC3CCCCCC3)no2)cc1
 : 0.0	-4.9	1.1	-1.5
> O=C1CSC(c2ccccc2)N1c1ccc(F)cc1 (stereo not given)
 : 0.2	-8.3	0.4	0.3
> COc1cccc(-n2nnc3c(SCc4cccnc4)ncnc32)c1
 : 0.0	-12.8	-4.9	-12.5
> COC(=O)c1nnn(CC(=O)Nc2ccccc2OC)c1C(=O)OC
 : -0.1	8.3	-0.1	5.3
> C=CCNC(=O)CC(=O)N/N=C/c1ccc(OC)cc1
 : 0.1	-4.8	-0.9	-7.7
> Cc1cc(C(=O)N/N=C/c2cccc3ccccc23)c(C)o1
 : -0.1	8.7	-1.0	-36.6
> Cc1cc(C)c(NC(=S)N(CCN2CCCCC2)Cc2ccco2)c(C)c1
 : 0.1	10.8	-1.7	-7.2
> O=C(Cc1ccc([N+](=O)[O-])cc1)Nn1c(-c2ccc(Br)cc2)nc2ccccc2c1=O
 : -0.2	8.8	-1.1	-8.7
> Cc1cc(=O)n(CC(=O)Nc2ccc(C)c(Cl)c2)c(-n2nc(C)cc2C)n1
 : 0.2	-4.2	-1.2	5.4
> CCOc1ccc(NC(=O)C2C3C=CC4(O3)C2C(=O)N(Cc2cccc(OC)c2)C4C(=O)NC2CCCCC2)cc1 (stereo not given)
 : 0.0	1.4	1.5	1.1

Next section:
Second line of a record – FBW7 activator	MITF inh	GPR151 activ	TEAD-YAP block
> CC(=O)N1CCC(N(C(=O)C(c2ccccc2)c2ccccc2)C2CC2)CC1
 : 0.3	4.5	-0.5	-7.2
> COc1ccc(N2C(=O)c3ccc(C(=O)NN4C(=O)c5ccccc5C4=O)cc3C2=O)cc1
 : 0.1	6.5	0.9	-6.0
> O=C(NCC1(c2ccccc2)CCCC1)c1ccc([N+](=O)[O-])cc1
 : -1.1	-7.2	0.9	-6.2
> Cc1ccc(OCC(=O)N/N=C/c2ccc(C(=O)O)cc2)c([N+](=O)[O-])c1
 : 0.1	23.3	0.3	3.1
> COc1ccccc1/C=C/C(=O)NC1CCCC1
 : -0.1	17.6	-0.2	-19.8
> Cc1ccc(C)c(-n2nnnc2SCC(=O)O)c1
 : 0.2	12.9	-0.3	-1.4
> CCCCSCCCNC(=O)CS(=O)Cc1nc(-c2ccc(C)cc2)oc1C (stereo not given)
 : 0.6	19.0	-0.7	1.8
> Cc1cc(Br)ccc1S(=O)(=O)n1ccnc1C
 : 0.0	1.7	0.9	9.6
> CCN1CCN(C(=O)c2sc3nc(C)nc(N(C)c4ccc(C(C)C)cc4)c3c2C)CC1
 : -0.1	6.4	-1.0	-10.1
> O=C(O)C1CCCCN1S(=O)(=O)c1ccccc1[N+](=O)[O-] (stereo not given)
 : -0.1	-7.3	-1.6	5.1
> COCCNc1ccc(S(=O)(=O)N2CCCC2)cn1
 : 0.1	3.8	0.4	-4.8
> COc1cccc(CN2C(=O)N(c3ccc(C(C)=O)cc3)S(=O)(=O)c3ccccc32)c1
 : -0.2	-6.6	0.7	-7.7
> CCOc1ccc(C2Nn3c(C)nnc3SC2C(=O)Nc2cc(C)ccc2C)cc1 (stereo not given)
 : 0.1	2.5	-0.5	6.8
> CC(CC(=O)O)CC(=O)N1CCC2(CC1)OCCc1c2[nH]c2ccccc12 (stereo not given)
 : -0.7	15.5	2.5	-13.9
> O=C(NCCc1ccccc1)c1ccc(Cn2nnc3ccccc3c2=O)cc1
 : -0.1	-11.5	0.2	-22.1
> O=C(Nc1ccc(N2CCCCC2)cc1)c1ccccc1F
 : -0.5	8.2	-6.9	69.6*
> COC(=O)/C(C#N)=C/c1c(Oc2ccc(F)cc2)nc2c(C)cccn2c1=O
 : 0.0	-0.6	-0.7	5.3
> Cc1ccc(C)c(C(=O)COC(=O)CN2C(=O)C3C4C=CC(C4)C3C2=O)c1 (stereo not given)
 : -0.2	-5.2	0.9	-7.9
> Cc1cc(C)c(C(=O)/C=C/c2ccccn2)c(=O)[nH]1
 : 0.3	12.1	-1.7	76.8*
> Cc1cc(NS(=O)(=O)c2ccc(NC(=O)c3ccc([N+](=O)[O-])cc3)cc2)no1
 : 0.3	17.1	-0.3	-3.6

More compounds:
Second line of a record – FBW7 activator	MITF inh	GPR151 activ	TEAD-YAP block
> Cc1ccc(/C=N/NC(=S)NC2CCCCC2)o1
 : -0.2	-3.2	0.0	-21.9
> O=C(Nc1cccc(F)c1)c1cc(S(=O)(=O)N2CCc3ccccc3C2)ccc1F
 : 0.0	3.8	-0.7	-0.1
> O=C(O)c1cc2nc(-c3ccccc3)cc(C(F)(F)F)n2n1
 : 0.3	-6.2	0.1	7.8
> CC1(C)OC2OC(COC(=O)c3ccc([N+](=O)[O-])cc3)C3OC(C)(C)OC3C2O1 (stereo not given)
 : -0.2	-13.2	-0.4	-7.4
> Cc1cc(-c2nnc(CCC(=O)N3CCN(C4CCCC4)CC3)o2)c(C)o1
 : -0.1	9.1	-0.7	-7.6
> COc1ccc(OC)c(/C=C2\CN(C)C/C(=C\c3cc(OC)ccc3OC)C2=O)c1
 : -0.1	3.0	-0.2	-11.6
> COCCn1c(SCC(=O)NC(C)(C)C)nc2cccnc21
 : 0.2	-1.3	-0.6	-30.8
> CCOC(=O)c1ccc2[nH]c(C)c(C/C=C(\C)Cl)c(=O)c2c1
 : 0.1	-16.0	-1.2	-1.8
> COc1cccc(C(=O)N2CCN(CCCc3ccccc3)CC2)c1OC
 : -0.1	34.2	1.8	7.6
> N#C/C(=C(/O)c1ccc(F)cc1)c1nc2ccccc2s1
 : -0.2	-1.8	-1.7	-39.8
> Cc1ccc(OCC(=O)Nc2ccc(-c3ccc(NC(=O)COc4ccc(C)cc4)cc3)cc2)cc1
 : 0.2	2.4	-1.6	-4.4
> O=[N+]([O-])c1ccccc1S(=O)(=O)Nc1ccc(F)c(Cl)c1
 : 1.0	9.4	0.3	9.0
> Cc1cc(OCC(=O)Nc2ccc(S(=O)(=O)NC(C)C)cc2)cc(C)c1Cl
 : 0.2	11.2	0.7	4.1
> CN=C1SC(CC(=O)Nc2ccc(N(C)C)cc2)C(=O)N1C (stereo not given)
 : 0.1	9.9	0.0	1.3
> Cc1cc(O)c(C=Nc2ccccc2)c(=O)o1
 : 0.0	-1.5	1.5	5.6

Profiles, looked up by structure:
O=C(O)c1cc2nc(-c3ccccc3)cc(C(F)(F)F)n2n1 in the list: FBW7 activator = 0.3; MITF inh = -6.2; GPR151 activ = 0.1; TEAD-YAP block = 7.8
CCOC(=O)c1ccc2[nH]c(C)c(C/C=C(\C)Cl)c(=O)c2c1 in the list: FBW7 activator = 0.1; MITF inh = -16.0; GPR151 activ = -1.2; TEAD-YAP block = -1.8
COc1ccc(OC)c(/C=C2\CN(C)C/C(=C\c3cc(OC)ccc3OC)C2=O)c1 in the list: FBW7 activator = -0.1; MITF inh = 3.0; GPR151 activ = -0.2; TEAD-YAP block = -11.6

Screening data (PubChem BioAssay)
